VHR inh color = VHR1 phosphatase inhibitors, primary screen, biochemical, colorimetric, HTS; recombinant VHR phosphatase, colorimetric substrate read-out; 50,000 tested, 0.7% active; Dual specificity protein phosphatase 3 (Homo sapiens), P51452; inhibition, % at 20 µM; AID 1992, 2009; in the data active = inhibition above about 60%; also: some results filed as inactive read as strong as hits
Target sequence (P51452 whole entry, looked up): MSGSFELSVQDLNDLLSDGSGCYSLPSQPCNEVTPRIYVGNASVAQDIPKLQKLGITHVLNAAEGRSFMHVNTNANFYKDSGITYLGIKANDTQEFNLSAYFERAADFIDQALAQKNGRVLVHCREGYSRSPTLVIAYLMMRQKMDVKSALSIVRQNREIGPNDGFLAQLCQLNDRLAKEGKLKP
An asterisk follows results filed as active. A portion of the library; the hit share may differ from the screen's.

SMILES	VHR inh color
Cc1cccnc1N(C(=O)c1ccccc1F)C(=O)c1ccccc1F	-3
O=C(/C=C/c1cccs1)NCc1ccc2c(c1)OCO2	-1
CC(C)C1=NN2C(=N)/C(=C/c3ccc(Sc4ccc(Cl)cc4)o3)C(=O)N=C2S1	110*
O=C(Cc1ccccc1)NC(NC(=O)Cc1ccccc1)c1ccc(Br)cc1	-21
NC(=O)C1CCN(C(=O)COc2ccc(Br)cc2)CC1	10
CC1=C(C(=O)OCC2CCCO2)C(c2ccccc2Br)NC(=O)N1 (centres undefined)	-10
CCOC(=O)c1ccccc1NC(=O)c1ccncc1	1
O=[N+]([O-])c1cccc(C2N3CCCN23)c1 (centres undefined)	6
COc1ccc(C(=O)OCC(=O)c2ccc(Br)cc2)cc1OC	-10
COC(=O)c1c(N)sc(C)c1-c1ccc(OC)cc1	8
O=C(CN(c1ccc(F)cc1)S(=O)(=O)c1ccccc1)Nc1ccccc1	-1
COc1ccc(/C=C2\NC(=O)c3ccccc3C2=O)cc1	-18
COc1ccc(Br)cc1CN1CCN(C(C)C)CC1	16
COc1ccc(C2CC(=O)C3=C(C2)Nc2ccccc2NC3c2ccccc2C(F)(F)F)cc1OC (centres undefined)	-5
O=[N+]([O-])c1ccccc1C=NN1CCN(c2ccc(Cl)cc2)CC1	-12
Cc1ccccc1N1C(=O)c2cccc3c(N(C)CCO)ccc(c23)C1=O	-25
O=C(NN1CCOCC1)c1ccccc1Cl	-19
CC(C)(C)c1ccc(CSc2nc3ccccc3c(=O)[nH]2)cc1	-16
Cc1ccc(N2C3=[N+](CCCCC3)CC2(O)c2cccc([N+](=O)[O-])c2)cc1 (centres undefined)	29
Cn1nnnc1SCCNS(=O)(=O)c1ccccc1	39
Cc1cc(OCC(=O)Nc2ccc(Nc3ccccc3)cc2)ccc1Br	-2
CCCCc1nnc(NC(=O)Cc2ccccc2)s1	-24
CCOc1ccc2nc(SCc3ccc(OC)cc3)sc2c1	1
CCOC(=O)C(CC)Sc1n[nH]c(=O)[nH]c1=O (centres undefined)	-20
Cc1ccc(-c2noc(-c3ccc([N+](=O)[O-])cc3)n2)cc1	-21

Entries listed so far containing four or more nitrogen atoms:
SMILES	VHR inh color
CC(C)C1=NN2C(=N)/C(=C/c3ccc(Sc4ccc(Cl)cc4)o3)C(=O)N=C2S1	110*
O=[N+]([O-])c1ccccc1C=NN1CCN(c2ccc(Cl)cc2)CC1	-12
Cn1nnnc1SCCNS(=O)(=O)c1ccccc1	39

Next section
SMILES	VHR inh color
O=C(O/N=C(/c1ccncc1)c1ccc([N+](=O)[O-])cc1)c1ccc(Cl)cc1Cl	-4
CCOC(=O)c1ccc(-c2ccc(/C=c3\sc4nc5ccccc5n4c3=O)o2)cc1	18
COc1ccc(N2C(=O)CSC2c2ccc(C)cc2)cc1 (centres undefined)	-38
CC(=O)Nc1nc(-c2ccccc2)nc(C)c1C(C)=O	16
COc1cc(OC)cc(C(=O)Nc2c[nH]c(=O)[nH]c2=O)c1	-6
Cn1cccc1CN1CCN(C2CCCCC2)CC1	39
COc1ccc(NC(=O)c2cc3n(n2)C(C(F)(F)F)CC(c2ccc(Cl)c(Cl)c2)N3)c(OC)c1 (centres undefined)	-34
COc1ccc(/C=C2\SC(N3CCC(C)CC3)=NC2=O)cc1	36
CC(C)OCC(O)Cn1c2ccccc2c2ccccc21 (centres undefined)	6
Cc1c(Cc2ccccc2)c(NCCN(C)C)n2c(nc3ccccc32)c1C#N	0
CCC(=O)N/C(N)=N/c1nc2ccccc2s1	-11
COc1ccc(Br)cc1C(=O)Nc1cccc(NC(=O)c2ccccc2C)c1	5
O=C(NCCO)c1ccc2nc3c4ccccc4c4ccccc4c3nc2c1	-21
O=C(Oc1ccc2c(c1)oc(=O)c1ccccc12)c1ccccc1Cl	101
Cc1cc(=O)oc2cc(OC(=O)CCCOc3ccc(Cl)cc3Cl)ccc12	1
CCOC(=O)C1=C(C)N=c2s/c(=C\c3cccnc3)c(=O)n2C1c1ccc(OC)cc1 (centres undefined)	-18
Cc1ccc(OCCNc2cc(N3CCCC3)ccc2[N+](=O)[O-])cc1C	-19
Cc1ccc(/C=C/C(=O)Nc2cccc(Br)c2)o1	-27
O=C(c1cccs1)N1CCN(S(=O)(=O)c2ccc(Cl)cc2)CC1	-6
COc1ccc(OC)c(/C=N/NC(=O)C(=O)N2CCCCCC2)c1	-28
O=C(Oc1ccc(Oc2ccccc2)cc1)c1ccc(Br)o1	11
COc1cccc(N(CC(=O)N2CCCC2)S(=O)(=O)c2ccccc2)c1	-41
O=C(Nc1ccccc1)Nc1nnc(COc2ccc(Cl)cc2)s1	-8
NC1=NC(=O)/C(=C\c2ccc(-c3ccccc3Cl)o2)S1	-11
Cc1ccccc1COc1ccc2oc(C)c(C(=O)O)c2c1	-26
Continuation.
SMILES	VHR inh color
COc1ccc(N(CC(=O)Nc2ccc(I)cc2)S(=O)(=O)c2ccc(C)cc2)c(OC)c1	-3
O=C1Nc2ccccc2/C1=N\N1CCN(c2ccccc2)CC1	-10
CC(=O)Nc1ccccc1NC(=O)c1ccccc1Br	0
O=C(c1cc2n(n1)C(C(F)(F)F)CC(c1ccc(Cl)cc1)N2)N1CCN(c2ccccc2)CC1 (centres undefined)	-2
Cc1ccc2[nH]c(O)c(N=Nc3ccc([N+](=O)[O-])cc3)c2c1	-1
CCOc1ccccc1N(CC(N)=O)S(=O)(=O)c1ccccc1	1
CC(C)(C)CC(C)(C)NS(=O)(=O)c1ccc([N+](=O)[O-])cc1	2
COC(=O)c1cc(NC(=O)Cc2ccccc2[N+](=O)[O-])cc(C(=O)OC)c1	1
Cc1ccc(-n2c(/C=C3/C(=O)Nc4ccccc43)nc3ccccc3c2=O)cc1	-114
CCCCOC(=O)c1ccc(NC(=O)c2cccc(Cl)c2Cl)cc1	-20
O=[N+]([O-])c1cccc2c1=C1C(Cl)=CC=C1C=2	-26
COc1ccccc1NCN1C(=O)C2CCCCC2C1=O (centres undefined)	-12
C#CCOc1c(Br)cc(/C=C2\C(=O)NC(=O)N(c3ccc(Cl)cc3)C2=O)cc1OC	0
CC(C)c1ccc(N2C(=O)c3ccccc3NC2c2ccc3c(c2)OCO3)cc1 (centres undefined)	-8
O=C(OC/C=C/c1ccccc1)C(C(F)(F)F)C(F)(F)F	-2
O=C(NN1C(=O)C2CC=CCC2C1=O)c1ccncc1 (centres undefined)	6
O=C(CSc1nc2ccccc2[nH]1)N/N=C/c1ccc(Cl)cc1Cl	2
O=C(O)c1cccc(COc2ccc(C=C3C(=O)c4ccccc4C3=O)cc2)c1	7
COc1ccc(C2=C/C(=C/c3ccc([N+](=O)[O-])cc3)C(=O)O2)c(OC)c1	-16
COc1ccc(/C=C2\SC(=S)N(c3ccc(F)cc3)C2=O)cc1OC	-23
COc1cccc(Oc2nc(N)[nH]c(=O)c2Br)c1	-30
COC(=O)C1=C(C)NC2=C(C(=O)c3ccccc32)C1c1ccc(-c2ccc(Cl)cc2)o1 (centres undefined)	-30
CCOc1ccc(/C=C2\C(=O)NC(=S)N(c3ccc(Br)cc3)C2=O)cc1Cl	11
CC(=O)C1(C)CC(C#N)(C#N)C(C#N)=C1N (centres undefined)	1
CCc1ccc(NC(=O)c2ccc(-c3ccccc3)cc2)cc1	-10

Molecules from the list above with two or more sulfur atoms:
SMILES	VHR inh color
CC(C)C1=NN2C(=N)/C(=C/c3ccc(Sc4ccc(Cl)cc4)o3)C(=O)N=C2S1	110*
Cn1nnnc1SCCNS(=O)(=O)c1ccccc1	39
CCOc1ccc2nc(SCc3ccc(OC)cc3)sc2c1	1
O=C(c1cccs1)N1CCN(S(=O)(=O)c2ccc(Cl)cc2)CC1	-6
COc1ccc(/C=C2\SC(=S)N(c3ccc(F)cc3)C2=O)cc1OC	-23

Molecules from the list above with a thiophene ring, fused or not (3):
SMILES	VHR inh color
O=C(/C=C/c1cccs1)NCc1ccc2c(c1)OCO2	-1
COC(=O)c1c(N)sc(C)c1-c1ccc(OC)cc1	8
O=C(c1cccs1)N1CCN(S(=O)(=O)c2ccc(Cl)cc2)CC1	-6

(list continues)
SMILES	VHR inh color
COc1ccc2oc(=O)c(C(=O)Nc3cccc(C(C)=O)c3)cc2c1	15
CC(C)NC(=O)C1C(c2ccccc2)=C1c1ccccc1	120*
Cc1c(Cl)c(C(F)(F)F)nn1CC(=O)N1CCN(c2ccc(F)cc2)CC1	-6
CCOC(=O)C1CCN(C(=S)NC23CC4CC(CC(C4)C2)C3)CC1	-2
O=C(/C=C/c1ccc(Cl)cc1)Nc1ccc(N2CCCCC2)cc1	4
C/C(=N/NS(=O)(=O)c1ccccc1)c1ccc(NC(=O)C(F)(F)F)cc1	-28
O=C(CC1S/C(=N\N=C\c2cccc(O)c2)NC1=O)Nc1ccccc1C(F)(F)F (centres undefined)	-12
Nc1ccc(C(=O)Nc2ccccc2C(=O)O)cc1	-4
CCOC(=O)c1c(C)oc2cc(Br)c(O)c(CN(C)C)c12	-19
Cc1cc(/C=C2\C(=O)NC(=S)N(c3cccc(Cl)c3Cl)C2=O)c(C)n1C	-19
COc1ccc(C2CC(C(F)(F)F)n3nc(C(=O)Nc4ccccc4SC)c(Cl)c3N2)cc1 (centres undefined)	-21
O=C(CC1S/C(=N\N=C\c2cccs2)NC1=O)Nc1ccc(Cl)cc1Cl (centres undefined)	-10
C=CCOc1ccc(/C=C2\C(=O)NC(=O)N(c3ccc(Cl)cc3)C2=O)cc1OC	17
COc1ccc(Br)cc1/C=C/C(=O)NCc1ccccc1	-4
O=C(N/N=C/c1sc2ccccc2c1Cl)c1ccncc1	-79
O=c1nc(/C=C/c2cccn2-c2ccc([N+](=O)[O-])cc2)cc(C(F)(F)F)[nH]1	5
COc1ccc(CCNC(=O)COc2ccccc2C)cc1OC	-41
COc1ccc(C2C(C(=O)OCC3CCCO3)=C(C)NC3=C2C(=O)CC(C)(C)C3)c(OC)c1OC (centres undefined)	-17
O=C(Nc1nc(-c2ccc(Cl)cc2Cl)cs1)c1cccc(Cl)c1	-20
Cc1ccc(C=C2C(=O)N(C)C(=S)N(c3ccccc3)C2=O)s1	-6
CC(C)(C)C1CCc2nc3ccccc3c(C(=O)O)c2C1 (centres undefined)	-8
CCc1ccc(N2NC(=O)/C(=C/c3ccc(N4CCOCC4)cc3)C2=O)cc1	-2
Cc1c(C(=O)OC(C)C)sc(NC(=O)C(C)(C)C)c1C(=O)OC(C)C	7
O=C(Nc1ccncc1)c1cc2c(ccc3ccccc32)oc1=O	-4
Cc1ccc(/C=C(\C#N)c2nc3ccccc3n2C)o1	-16
The listing continues.
SMILES	VHR inh color
O=C(c1cccc(F)c1)N1CCN(C(=O)c2cccs2)CC1	-6
C=C1CSc2nc(=O)c3c(C)c(C)sc3n21	-20
CC(=O)c1ccc(NC(=O)Cc2ccc(Br)cc2)cc1	-1
O=C(O)CC1S/C(=N\N=C\c2ccc(N3CCOCC3)cc2)NC1=O (centres undefined)	-2
COc1ccc(OC)c(NC(=O)c2ccc3c(c2)C(=O)N(c2cccc([N+](=O)[O-])c2)C3=O)c1	12
COC(=O)C(C)Oc1cc2oc(=O)cc(-c3ccccc3)c2cc1Cl (centres undefined)	-29
CC(NC(=O)Cc1ccccc1)c1ccc(Cl)c(Cl)c1 (centres undefined)	-20
CCn1c2ccccc2c2cc(/C=C(\C#N)C(N)=O)ccc21	6
COc1ccc(NC(=O)c2cccc([N+](=O)[O-])c2C)c(OC)c1	-4
COc1ccc(N2C(=O)/C(=C\c3ccc4c(c3)OCO4)SC2=S)cc1	-1
O=C(Nc1cccc2ccccc12)c1ccc(-c2cccc([N+](=O)[O-])c2)o1	-6
CC(=O)Nc1ccc(-c2csc(N)n2)cc1	2
Cc1ccc(C2CC(C(F)(F)F)n3ncc(C(=O)NCCN4CCOCC4)c3N2)cc1 (centres undefined)	7
CCOCCOC(=O)C1=C(C)N(CC)C(=O)NC1c1ccc([N+](=O)[O-])cc1 (centres undefined)	-10
Cc1cccc(OCC(=O)Nc2cccc(Br)c2)c1	-13
Cc1ccc(N2CC(C(=O)N/N=C/c3cccc(Br)c3)CC2=O)cc1 (centres undefined)	-12
CCCCOC(=O)c1cccc(NC(=O)/C=C/c2ccc(OC)cc2)c1	0
CC(=O)Nc1ccc2cc(S(=O)(=O)O)cc(OS(=O)(=O)c3ccccc3)c2c1	0
O=C(Nc1ccc(Cc2ccncc2)cc1)c1ccc2ccccc2c1	-2
Cc1ccc(CNC(=O)C23CC4CC(CC(C4)C2)C3)cc1	-9
Cc1cccc(N2C(=O)C3C(c4ccccc4)C=CC(c4ccccc4)C3C2=O)c1C (centres undefined)	-21
COc1ccc([N+](=O)[O-])cc1NC(=O)CC(C)C	-2
COc1ccc(/C=N/N=C2/NC(=O)C(CC(=O)O)S2)cc1OC (centres undefined)	-21
Cc1cc(=O)oc2cc(OCC(=O)c3ccc(-c4ccccc4)cc3)ccc12	20
CCOC(=O)c1c(C)nc(C(Cl)(Cl)Cl)nc1N	3
Further structures:
SMILES	VHR inh color
CC(C)c1ccc(N2C(=O)NC(=O)/C(=C/c3ccc(I)o3)C2=O)cc1	103
Cc1cc(C)cc(N2C(=O)NC(=O)/C(=C\c3ccc(C(=O)O)cc3)C2=O)c1	-8
CCCCCC12CCC(O)(CC1)C/C2=N/NS(=O)(=O)c1ccc(C)cc1	-14
COc1ccc(CC(=O)NC2C3CC4CC(C3)CC2C4)cc1OC (centres undefined)	13
Cc1cc(C)c2oc(-c3cccc(NC(=O)c4ccccc4C)c3)nc2c1	-2
c1cc(CN2CCN(C3CCCCC3)CC2)ccn1	1
CCn1cc(C(=O)NN)c(=O)c2cc(F)c(N3CCCCC3)cc21	-11
O=C(N/N=C/c1cccs1)c1cc(-c2ccc3ccccc3c2)n[nH]1	20
Cc1cccc(NC(=O)c2cc([N+](=O)[O-])ccc2Cl)c1C	-18

Single entries from the results shown.
Reading of COC(=O)C1=C(C)NC2=C(C(=O)c3ccccc32)C1c1ccc(-c2ccc(Cl)cc2)o1 (centres undefined) in VHR inh color: -30
Reading of O=C(N/N=C/c1cccs1)c1cc(-c2ccc3ccccc3c2)n[nH]1 in VHR inh color: 20
